ERK EGF inh: blocks ERK signaling stimulated by EGF. HEK293-V1b, EGF-stimulated phospho-ERK AlphaScreen. Potency, µM (highest dose often 11.5 µM), without a hit: at the top dose activity change, negative = inhibition, hits mostly inhibitors. actives 0.41% (n = 130,000). AID 1454; active = well fitted inhibition curve with a large enough effect; inconclusive = small, poorly fitted or top-dose-only effect, or effect the other way;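 also: plate controls were stimulated vehicle wells for no effect and unstimulated vehicle basal for full effect; nearly all actives have a fitted effect of over 55% in size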
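Stably V1b-transfected HEK293 cells; 30 min compound, then EGF 25 nM final for 5 min at 37C; 10 min lysis; phospho-ERK by AlphaScreen after 5 hr beads at room temperature.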
An asterisk follows results filed as active; ? = inconclusive; [ ] = another dose, or the depositor's remark. Potency is read from the fitted curve at half-maximal effect.

ERK EGF inh	Molecule
?	COc1cc(CNc2ccc(N3CCCC3)cc2)ccc1OCc1ccccc1
-8%	CN(C)S(=O)(=O)c1cccc(NC(=O)COC(=O)CCC(=O)c2ccc(F)cc2)c1
9%	O=C(Nc1ccc2oc(=O)ccc2c1)c1cc2ccccc2o1
-2%	Cc1nn(C)cc1CN(C)Cc1c(C(=O)N(C)Cc2ccccc2)nc2ccccn12
10%	CN(Cc1ccccc1)C(=O)c1ccccc1C(=O)O
15%	CCCCOc1ccc2c(C)cc(=O)oc2c1OCCCC
32%	C#CC(C)(CC)NC(=O)c1cc2cccc(CC=C)c2oc1=O (stereo not drawn)
7%	CCOC(=O)N1CCN(C(=O)CCn2c(=O)[nH]c3ccsc3c2=O)CC1

Next part:
ERK EGF inh	Molecule
3%	CCOc1ccc(-c2ccc(SCc3ccccn3)nn2)cc1
-7%	COc1ccc(C(=O)/C(=C\N(C)C)n2nc(C)cc2C)cc1
-12%[57.5 µM]	COc1ccc(F)cc1S(=O)(=O)N1CCCCC1
-8%[57.5 µM]	Cc1cc(C)cc(SCc2noc(C(=O)NCc3ccccc3)c2C(=O)NCc2ccccc2)c1
18%	Cc1cc(Cl)ccc1NC(=O)C1CCN(S(C)(=O)=O)CC1
-16%[57.5 µM]	Cn1c(=O)[nH]c(=O)c2c1nc(NCc1ccco1)n2CCCc1ccccc1
-6%	Cc1cc(NC(=O)CSc2nnc(C3CC3)n2-c2ccccc2)no1
?	O=C(/C=C/c1ccc(Cl)cc1Cl)Nc1ccc(CN2CCOCC2)cc1

(further entries)
ERK EGF inh	Molecule
-2%	CC(=O)c1ccc(N2CCN(C(=O)Nc3ccc(C)cc3)CC2)cc1
4%	CC1SC2(NC1=O)C1CC3CC(C1)CC2C3 (stereo not drawn)
-4%[57.5 µM]	COc1ccc(C(CC(=O)N2CCCCC2)c2c(OC)cc(OC)c3ccc(=O)oc23)cc1 (stereo not drawn)
-10%	Cc1cccc(NC(=O)c2nc[nH]c2C(=O)Nc2cccc(C)c2)c1
6%	O=S(=O)(c1ccccc1)N1CCN=C1SCc1cccc(Cl)c1
0%	O=C(Nc1ccc(Cl)c(C(F)(F)F)c1)c1ccncc1
3%	Cc1nn(-c2ccccc2)c(N)c1C1(O)C(=O)N(C(C)C)c2ccccc21 (stereo not drawn)
-2%	Cc1c(C(=O)c2ccc(N(C)C)cc2)c2ccccn2c1CCC#N

Other records follow.
ERK EGF inh	Molecule
-5%	CC(=O)Nc1ccc(NC(=O)CN(C)S(=O)(=O)c2ccc3nc(C)sc3c2)cc1
1%	CC1(c2ccco2)NC(=O)NC1=O (stereo not drawn)
0%	CC(=O)Nc1ccc(OCC(=O)N2CCC(Cc3ccccc3)CC2)cc1
-8%	CCOC(=O)c1cnc2c(C(=O)OC)cccc2c1NCc1cccnc1
-7%[57.5 µM]	O=C1CCCc2c1nc(-c1ccc(F)cc1)n2O
-6%	Cc1c(Cl)cn2c(=O)cc(CN(C)Cc3nc4ccccc4c(=O)[nH]3)nc2c1Cl
6%[57.5 µM]	CCOC(=O)CC(=O)Nc1ccsc1C(N)=O
?	O=C(c1cccs1)N1CCN(c2nnc(-c3ccccc3)c3ccccc23)CC1

Later entries
ERK EGF inh	Molecule
-11%[57.5 µM]	C/C(=N\NC(N)=O)c1cc(Cl)cc(Cl)c1O
9%	CC12CC3(C)CC(C)(C1)CC(C(=O)NCC(=O)O)(C2)C3
10%	Cc1ccc(C(=O)Oc2ccccc2C(=O)N2CCOCC2)cc1
12%	O=C1CCCC1C(O)c1ccc2ccccc2c1 (stereo not drawn)
4%	O=C(/C=C\c1ccc(-c2ccccc2)o1)c1ccccc1
-22%	COC(=O)Cc1cc(=O)[nH]c(/N=C(\N)Nc2ccc(C(C)C)cc2)n1
13%	O=c1c(Cl)c(NCC2CCCO2)cnn1C12CC3CC(CC(C3)C1)C2 (stereo not drawn)
2%	O=C(Nc1ccccn1)C(=O)N1CCCCC1

(cont.)
ERK EGF inh	Molecule
-6%	Cc1nc2ncccn2c1-c1csc(Nc2ccc(O)cc2)n1
0%	C/C(Cn1nnc([N+](=O)[O-])n1)=N\NC(=O)c1ccc(O)cc1O
11%[57.5 µM]	NC(=O)c1ccccc1Nc1nc2nc3ccccc3c(=O)n2cc1Br
-10%	O=C1C(C=NCCN2CCOCC2)=C(O)c2ccccc21
0%	Cn1c(Cn2c(=O)sc3ccccc32)nnc1SCc1cccc(F)c1
-1%	CCC/C=C(\CCC)C(NS(=O)(=O)c1ccc(C(F)(F)F)cc1)c1ccc(-c2ccccc2)cc1 (stereo not drawn)
-5%	CCOc1cc(/C=C/c2nc3cc(C)c(C)cc3s2)ccc1OCC(=O)N1CCOCC1
15%	O=C(/C=C\c1ccc2c(c1)OCO2)NC1(C(=O)Nc2ccc3c(c2)OCO3)CCCCC1

Additional compounds
ERK EGF inh	Molecule
1%	O=C(COC(=O)/C=C/c1cccc(F)c1)NNC(=O)c1ccccc1
-12%[57.5 µM]	CCCC[C@@H]1CNC(=S)N1CCc1cccc2ccccc12
-3%	CCN(C(=O)c1ccco1)c1nnc(-c2ccc(OC)cc2)s1
3%[57.5 µM]	CCn1cc(C(=O)O)c(=O)c2cnc(N3CCN(C(=S)Nc4ccccc4C(F)(F)F)CC3)nc21
13%	COc1cccc(/C=C2\C(=O)N(c3cccc(C)c3)C(=O)c3ccccc32)c1
14%	CC1CCN(Cc2nnnn2-c2cccc([N+](=O)[O-])c2)CC1
2%	COc1ccccc1N1CCN(C2CCN(C(=O)c3ccc(F)cc3)CC2)CC1
6%	COc1ccc(C(=O)N2CCC3(CC2)CCN(C(c2ccccc2)c2ccccc2)CC3)cc1

The closing six compounds of the section above are carried over, then new ones follow:
ERK EGF inh	Molecule
-3%	CCN(C(=O)c1ccco1)c1nnc(-c2ccc(OC)cc2)s1
3%[57.5 µM]	CCn1cc(C(=O)O)c(=O)c2cnc(N3CCN(C(=S)Nc4ccccc4C(F)(F)F)CC3)nc21
13%	COc1cccc(/C=C2\C(=O)N(c3cccc(C)c3)C(=O)c3ccccc32)c1
14%	CC1CCN(Cc2nnnn2-c2cccc([N+](=O)[O-])c2)CC1
2%	COc1ccccc1N1CCN(C2CCN(C(=O)c3ccc(F)cc3)CC2)CC1
6%	COc1ccc(C(=O)N2CCC3(CC2)CCN(C(c2ccccc2)c2ccccc2)CC3)cc1
1%[57.5 µM]	CC(C)n1cnc2c(=S)nc[nH]c21
8%	C/C(Cn1nnc([N+](=O)[O-])n1)=N\NC(=O)c1ccc(C)cc1
4%[57.5 µM]	Cc1cc(-c2cc(-c3ccccc3)on2)nc(NC2CCCC2)n1
11%[57.5 µM]	Clc1nc(Cl)nc(-c2cn(-c3ccccc3)c3ccccc23)n1
5%	O=C(OCC(=O)N1CCc2ccccc21)C1=COCCO1
17%	O=C(CN1C(=O)C2CCCCC2C1=O)Nc1nccs1 (stereo not drawn)
-5%[57.5 µM]	COCCn1c(SCC(=O)Nc2ccc(OC)c(S(N)(=O)=O)c2)nc2ccccc21
3%	O=C(/C=C\c1ccc(O)c(O)c1)O[C@@H](Cc1ccc(O)c(O)c1)C(=O)O

(list continues)
ERK EGF inh	Molecule
2%	O=C(NNS(=O)(=O)c1ccc(F)cc1)c1ccc(S(=O)(=O)N2CCCCC2)cc1
-1%[57.5 µM]	COc1ccc(C2CC(c3ccccc3)Nc3nc(NS(C)(=O)=O)nn32)cc1 (stereo not drawn)
10%[57.5 µM]	COc1ccc([N+](=O)[O-])c(OC)c1C(=O)Nc1ccc(F)cc1F
1%[57.5 µM]	NC(=S)Nc1cccc(O)c1
?	Fc1ccc(CN2CCCN(Cc3nc(-c4ccc5c(c4)OCO5)no3)CC2)cc1
10%	O=C(COC(=O)c1ccc([N+](=O)[O-])o1)Nc1cccc(S(=O)(=O)N2CCOCC2)c1
-4%	Cn1c(CN2CCN(C(=O)c3ccc(F)cc3)CC2)nc2cc([N+](=O)[O-])ccc21
17%[57.5 µM]	CC1CCN(c2nc(N(C)c3ccccc3)nc(N)c2[N+](=O)[O-])CC1

Other results follow.
ERK EGF inh	Molecule
-1%	CC1(C)O[C@@H]1COc1c2ccoc2cc2oc(=O)ccc12
4%	CSc1cc2c(cc1C(F)(F)F)N(C(=O)Nc1cccnc1)CC2
-3%	CC(C)Oc1cccc(C(=O)C2CCCN(C(=O)CCn3cnnn3)C2)c1 (stereo not drawn)
24%	NC(N)=N/N=C/c1cccc([N+](=O)[O-])c1O
?	COc1ccc([N+](=O)[O-])cc1NC(=O)Nc1ccccc1
-7%	O=C(CN1CCN(c2ccccn2)CC1)N1CC(O)CO1 (stereo not drawn)
37%	CCCn1c(SC/C(O)=C(\C#N)c2nc3ccccc3[nH]2)n[nH]c1=O
0%	COc1ccc(Cn2c(-c3ccc(C)cc3)c[n+]3ccccc23)cc1

(cont.)
ERK EGF inh	Molecule
4%	Cc1ccc(/C=C/C(=O)N2CCN(S(=O)(=O)c3c(C)c(C)cc(C)c3C)CC2)o1
-9%	O=C(O)c1ccc(/C=N/NC(=S)NCc2ccccc2)cc1
-4%	CC1CCc2c(sc(NC(=O)COC(=O)C3CCCO3)c2C#N)C1 (stereo not drawn)
10%	CC(C)CN1CCC2(CC1)CCN(C(=O)c1csnn1)CC2
?	O=C(OCC#CCSc1nnc(-c2ccc(Br)cc2)o1)c1cccs1
1%	Cc1ccc(OCCSc2nc3ncnc(N)c3[nH]2)cc1
-4%	CCC(NC(=O)c1ccccc1NC(=O)c1ccco1)C(=O)NNC(=O)c1ccc(OC)cc1 (stereo not drawn)
-8%[57.5 µM]	CSc1cccc(NC(=O)c2cnn3ccccc23)c1

(listing goes on)
ERK EGF inh	Molecule
13%[57.5 µM]	Cc1c(CCOC(=O)c2ccc(N3CCOCC3)c([N+](=O)[O-])c2)sc[n+]1CC#N
-21%[57.5 µM]	CCCCn1c(N)c(Br)c(=O)[nH]c1=O
-3%[57.5 µM]	OCC1CCCC(n2cnc3c(=S)nc[nH]c32)O1 (stereo not drawn)
5%[57.5 µM]	COc1cc2c(cc1OC)CN(C(=O)c1ccc(Br)o1)CC2
0%	O=C(CNc1ccccc1)c1ccc([N+](=O)[O-])cc1
4%	Cc1cc(C)n(C(=O)c2ccc([N+](=O)[O-])cc2[N+](=O)[O-])n1
0%	Cc1ccccc1NS(=O)(=O)c1ccc(OCC(=O)NCc2cccnc2)cc1
-4%	CCOC(=O)C1=C(C)N(c2ccccc2)C(=O)NC1c1cccc([N+](=O)[O-])c1 (stereo not drawn)

Other compounds follow:
ERK EGF inh	Molecule
-14%	COc1ccc2c(c1)CCCC21SC(NC(C)=O)=NN1C(C)=O (stereo not drawn)
0%	Cc1ccc(N(C(C)C(=O)N2CCOCC2)S(C)(=O)=O)cc1C (stereo not drawn)
3%	COC(=O)C1(Cc2ccccc2)C=C2C(=C(C(C)C)C(=O)C2C)CN1 (stereo not drawn)
-4%	Cc1ccc(CNC(=O)CO/N=C/c2ccc(C(C)(C)C)cc2)cc1
2%	Cc1c(NC(=O)CSc2nc3c(cnn3-c3ccccc3)c(=O)[nH]2)c(=O)n(-c2ccccc2)n1C
-2%	CCC(C(=O)Nc1cc(Cl)c(OC)cc1OC)c1ccccc1 (stereo not drawn)
-8%	COc1cccc(C(O)Cc2nc3ccccc3n2C)c1OC (stereo not drawn)
-3%[57.5 µM]	O=C(COc1cc(F)ccc1[N+](=O)[O-])Nc1ccc(N2CCOCC2)cc1

Of the compounds above, four have a cyano group.
ERK EGF inh	Molecule
-2%	Cc1c(C(=O)c2ccc(N(C)C)cc2)c2ccccn2c1CCC#N
37%	CCCn1c(SC/C(O)=C(\C#N)c2nc3ccccc3[nH]2)n[nH]c1=O
-4%	CC1CCc2c(sc(NC(=O)COC(=O)C3CCCO3)c2C#N)C1 (stereo not drawn)
13%[57.5 µM]	Cc1c(CCOC(=O)c2ccc(N3CCOCC3)c([N+](=O)[O-])c2)sc[n+]1CC#N

Going on with the list.
ERK EGF inh	Molecule
-4%	CCOC(=O)c1c(NC(=O)CN2C(=O)NC(C)(c3ccc(OC(F)F)cc3)C2=O)sc(C)c1C (stereo not drawn)
3%[57.5 µM]	CCOc1ccc(N(CC(=O)Nc2c(C)cccc2C)S(=O)(=O)c2c(C)[nH]c(=O)[nH]c2=O)cc1
-2%	O=C(COc1cccc(C(F)(F)F)c1)N1CCN(c2ccc(O)cc2)CC1
-5%	CCOC(=O)c1c(-c2ccc(OC)cc2)csc1NC(=O)CSc1nnc(C)c(=O)[nH]1
-7%	N#Cc1cnc(NOCc2ccc(Cl)cc2)nc1
10%[57.5 µM]	Cc1ccc(Nc2nc(CSc3n[nH]c(N)n3)cs2)cc1
6%	NS(=O)(=O)c1ccc(NC(=O)COC(=O)CCC2CCCCC2)cc1
-5%	Cc1cc(NC(=O)CSc2nncn2N)no1

2 successive records already listed:
ERK EGF inh	Molecule
-4%	CCOC(=O)c1c(NC(=O)CN2C(=O)NC(C)(c3ccc(OC(F)F)cc3)C2=O)sc(C)c1C (stereo not drawn)
3%[57.5 µM]	CCOc1ccc(N(CC(=O)Nc2c(C)cccc2C)S(=O)(=O)c2c(C)[nH]c(=O)[nH]c2=O)cc1

Next part
ERK EGF inh	Molecule
-5%	CCNc1nc(NCC)n2c(SCC(=O)Nc3ccc(F)cc3[N+](=O)[O-])nnc2n1
-2%	Cc1ccc(C)n1-c1ccccc1N1CCCCC1
7%	COc1ccc(OC)c(N2CC(O)(c3ccccc3)[N+]3=C2SCCC3)c1 (stereo not drawn)
-1%	c1ccc2c(c1)c1ccccc1n2CN1CCOCC1
8%	Cc1cc(C)nc(Sc2ccc(/C=C(\C#N)C(N)=O)o2)n1
1%	O=c1sc2ccccc2n1Cc1ccccc1
3%	CCN(CC)S(=O)(=O)c1ccc(/C=C/C(=O)OCC(=O)NCc2ccc3c(c2)OCO3)cc1
0%	Cc1nc(SCC(=O)c2cc3ccccc3oc2=O)c(C#N)c(-c2cccs2)c1C(=O)Nc1ccccc1
-1%	CCOC(=O)c1cc(C)sc1/N=C/C1C(=O)CCCC1=O
-7%[57.5 µM]	Cc1ccc(-c2cc([C@H]3[C@H]4C=CC[C@@H](C)[C@@H]4C(=O)N3Cc3ccccc3)ccc2F)cc1
-6%	O=[N+]([O-])c1ccc(-c2csc(NN=C3CCCC3)n2)cc1

Screening results as filed in PubChem.

These rows are one share of the data. The share of hits here may be higher or lower than overall.
